Source: PubChem
TSG101-PTAP inh – qHTS Assay for Iinhibitors of HIV-1 Budding by Blocking the Interaction of PTAP/TSG101; Potency, µM (doses to about 115 µM), for inactives: at the top dose activity change, negative = inhibition, hits mostly inhibitors; Fluorescence polarization, FITC-PTAP peptide / Tsg101 binding; Tumor susceptibility gene 101 protein (Homo sapiens), Q99816; AID 493005, 2010; 340,000 tested, under 10 active; active means well fitted inhibition curve with a large enough effect in the main read-out, with a control signal flat, not every such curve was filed as active; inconclusive means small, poorly fitted or top-dose-only effect, or effect the other way, or a change in a side signal; inactive means no such curve, though single readings can be large or run the other way; further: potency means the concentration at half of the fitted maximal effect; % of control where 0% means no effect
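Fluorescence anisotropy tracks displacement of a FITC-tagged PTAP peptide (50 nM) from the Tsg101 binding domain (10 uM), following a 20 min room-temperature incubation at pH 7.5.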
TCR act – Activators of T cell receptors: qHTS campaign | primary human leukocytes, anti-CD3, IL-2 HTRF, 48 h | AID 504894, 2011 | 330,000 tested, under 10 active | Potency, µM (top dose mostly 9.22 µM), for inactives: at the top dose activation of IL-2 secretion, actives largely listed as activators; further: % of control where 0% means no effect
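1) Mix primary human leukocytes, a-CD3 beads and compound. 2) Incubate 48 hr. 3) Add HTRF IL-2 reagents (a-IL-2-K, a-IL-2-d2).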
USP2a inh – qHTS Assay for Inhibitors of Ubiquitin-specific Protease USP2a Using CHOP2 as the Reporter; Potency, µM (highest dose often 38.3 µM), without a hit: top-dose activity change, negative = inhibition, actives largely listed as inhibitors; hit rate 0.01% among 330,000; USP2 core, Ub-CHOP2 coupled fluorogenic reporter, 485/531; Ubiquitin carboxyl-terminal hydrolase 2 (Homo sapiens), O75604;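 further: potency means the concentration at half of the fitted maximal effect; plate controls were DMSO wells for no effect and full inhibition by NEM control for full effect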
Target sequence (O75604 whole entry, looked up): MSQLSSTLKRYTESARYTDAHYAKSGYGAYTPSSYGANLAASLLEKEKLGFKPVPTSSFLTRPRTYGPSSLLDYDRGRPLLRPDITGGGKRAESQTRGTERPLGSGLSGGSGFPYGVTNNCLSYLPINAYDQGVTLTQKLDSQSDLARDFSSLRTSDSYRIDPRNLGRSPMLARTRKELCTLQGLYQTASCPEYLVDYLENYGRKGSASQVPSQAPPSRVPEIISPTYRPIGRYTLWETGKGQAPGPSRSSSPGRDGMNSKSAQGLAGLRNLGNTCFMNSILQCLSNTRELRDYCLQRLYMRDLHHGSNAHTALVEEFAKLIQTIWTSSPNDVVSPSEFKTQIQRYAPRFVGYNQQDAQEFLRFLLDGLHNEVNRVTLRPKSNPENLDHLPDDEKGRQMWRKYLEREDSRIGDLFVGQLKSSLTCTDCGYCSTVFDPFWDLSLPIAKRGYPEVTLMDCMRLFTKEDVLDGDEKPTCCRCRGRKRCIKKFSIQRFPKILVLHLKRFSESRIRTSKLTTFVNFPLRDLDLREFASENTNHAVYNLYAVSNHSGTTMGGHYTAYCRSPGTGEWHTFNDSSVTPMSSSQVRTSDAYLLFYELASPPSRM
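Cell-free coupled assay: 10nM USP2 core preincubated 30min RT with compound in Tris-HCl pH 8.0/CaCl2/CHAPS buffer, then 25nM Ub-CHOP2 and 25nM reporter substrate; fluorescence (Ex 485/Em 531) read after 60min RT, normalized to NEM inhibition, concentration-response curves fitted.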
Tb PFK block – qHTS Assay to Find Inhibitors of T. brucei phosphofructokinase; Potency, µM (series often up to 57.5 µM), inactives show at the top dose activity, negative = inhibition, most hits filed as inhibitors; hit rate 0.17% among 330,000; ATP-dependent 6-phosphofructokinase (Trypanosoma brucei brucei), O15648; AID 485367, 2010; T. brucei PFK, ADP-Glo luminescence;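 further: potency means the concentration at half of the fitted maximal effect; 0% = uninhibited 1x PFK enzyme wells and -100% = no-enzyme wells; nearly all actives have a fitted effect of over 60% in size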
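In TEA buffer at pH 8.0 with 5 mM MgCl2, enzyme (1.25 nM) converted F6P (0.5 mM) and ATP (0.1 mM) for 45 min at room temperature. ADP product was read by luciferase luminescence.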
uPA generation – qHTS for Inhibitors of Cell Surface uPA Generation; cell surface uPA generation assay, qHTS; Potency, µM (series often up to 38.3 µM), for the others: top-dose activity change, negative = inhibition, actives largely listed as inhibitors; hit rate 0.31% among 330,000; AID 540303, 2011; active means well fitted inhibition curve with a large enough effect; inconclusive means small, poorly fitted or top-dose-only effect; inactive means no such curve, though single readings can be large or run the other way; tested in mouse RAW 264.7 cells; further: potency means the concentration at half of the fitted maximal effect; on the % scale 0 is the no-effect control and ±100 the full control effect; nearly all actives have a fitted effect of over 55% in size
Eya2 phos inh – qHTS Assay for Inhibitors of the Phosphatase Activity of Eya2; Protein phosphatase EYA2 (Homo sapiens), O00167; recombinant Eya2, OMFP fluorescence dephosphorylation (OMFP is methylfluorescein phosphate); Potency, µM (series often up to 76.9 µM), without a hit: at the highest dose activity, negative = inhibition, actives largely listed as inhibitors; hit rate 0.006% among 330,000; further: potency means the concentration at half of the fitted maximal effect; on the % scale 0 is the no-effect control and ±100 the full control effect
Target sequence (O00167 whole entry, looked up): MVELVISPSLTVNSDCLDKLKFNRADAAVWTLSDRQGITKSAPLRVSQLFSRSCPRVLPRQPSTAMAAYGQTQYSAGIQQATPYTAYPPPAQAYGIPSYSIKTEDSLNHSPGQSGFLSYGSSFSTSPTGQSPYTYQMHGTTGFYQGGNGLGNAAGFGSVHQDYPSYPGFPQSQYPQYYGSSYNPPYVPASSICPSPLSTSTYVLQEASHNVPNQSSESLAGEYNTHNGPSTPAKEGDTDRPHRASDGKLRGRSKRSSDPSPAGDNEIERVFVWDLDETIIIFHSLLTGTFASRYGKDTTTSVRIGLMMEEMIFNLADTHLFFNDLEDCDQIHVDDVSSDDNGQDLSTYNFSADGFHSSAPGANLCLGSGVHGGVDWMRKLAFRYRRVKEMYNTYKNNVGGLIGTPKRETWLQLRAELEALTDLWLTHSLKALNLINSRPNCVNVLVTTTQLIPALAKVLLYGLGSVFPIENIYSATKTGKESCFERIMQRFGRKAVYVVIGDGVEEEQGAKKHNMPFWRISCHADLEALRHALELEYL
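Eya2 (0.2 uM) preincubated 10 min at ambient with compound, then OMFP substrate added at 50 uM; 10 min reaction in 50 mM HEPES pH 7.5, 50 mM NaCl, 5 uM MgCl2, 0.05% BSA, 1 mM DTT. Fluorescence read at Ex 485/Em 525 nm.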
Chronic BCR inh – qHTS Assay to Find Inhibitors of Chronic Active B-Cell Receptor Signaling | ABC-DLBCL IkBa-CBG/CBR reporter, luminescence ratio, 4 h | Potency, µM (highest dose often 46.1 µM), without a hit: at the highest dose ratio change, negative = lower green/red ratio, actives largely listed as inhibitors | hit rate 0.05% among 340,000 | AID 493014, 2011; active means well fitted inhibition curve with a large enough effect in the signal ratio, with a control signal flat, not every such curve was filed as active; inconclusive means small, poorly fitted or top-dose-only effect, or effect the other way, or a change in a side signal; the % refers to the signal ratio;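 further: potency means the concentration at half of the fitted maximal effect; plate controls were basal doxycycline-induced cells for no effect and cells given 10 µM MG132 for full effect; MG132 reads +100%, hits lower the ratio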
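Doxycycline induced both beetle luciferases in TMD8 lymphoma cells; IKK-driven degradation limits the IkappaBalpha-fused green signal, while red luminescence normalises for cell number and nonspecific effects. Compounds tested up to 46 uM, 4 hrs.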
TSHR antag – Antagonists of the Thyroid Stimulating Hormone Receptor: HTS campaign; hit rate 0.2% among 330,000; Thyrotropin receptor (Homo sapiens), P16473; AID 504810, 2011; activity change, negative = inhibition, % at 11.5 µM; TSHR-expressing cells, TSH-stimulated cAMP HTRF, 2 h; hits give low values;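 active means activity change below a set negative limit, meaning inhibition stronger than a set level, cut at about -70% in these data; inconclusive means activity change between two set negative limits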; further: on the % scale 0 is the no-effect control and ±100 the full control effect
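TSHR-expressing cells, 200/well, pre-treated with compound, then stimulated with EC80 TSH (4nM final) for 2 hours at 37 deg C. cAMP measured by competitive HTRF: anti-cAMP cryptate antibody in lysis buffer plus cAMP-d2, read after 30 minutes at room temperature.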
Mito fusion act – qHTS Assay for Small Molecule Inhibitors of Mitochondrial Division or Activators of Mitochondrial Fusion. Potency, µM (top dose mostly 46.1 µM), for the others: at the highest dose growth rescue (activation), actives largely listed as activators. S. cerevisiae fusion-defective mutant growth rescue, CellTiterGlo 48 h. hit rate 0.23% among 320,000. AID 485298, 2010;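 further: potency means the concentration at half of the fitted maximal effect; % of control where 0% means no effect; nearly all actives have a fitted effect of over 45% in size; temperature-sensitive fusion mutants such as fzo1-1 at 37 °C on non-fermentable ethanol glycerol medium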
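Growth-rescue viability read-out: after 48 h at the non-permissive 37C in glycerol/ethanol YPEG, yeast mitochondrial fusion mutants are measured by CellTiterGlo luminescence; compounds (23 nl pinned per well) restoring growth score as division inhibitors or fusion activators.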
ELG1 DNA repair – qHTS screen for small molecules that inhibit ELG1-dependent DNA repair in human embryonic kidney (HEK293T) cells expressing luciferase-tagged ELG1; HEK293T ELG1-luciferase reporter, luminescence, 16 h; DNA damage induced by 5-fluorouridine; Potency, µM (doses to about 46.1 µM), without a hit: top-dose activity change, negative = inhibition, hits mostly inhibitors; hit rate 2.3% among 330,000; further: potency means the concentration at half of the fitted maximal effect; on the % scale 0 is the no-effect control and ±100 the full control effect; nearly all actives have a fitted effect of over 55% in size
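Reporter activity after DNA damage by 5-fluorouridine is monitored. Compound-treated cells incubate 16 hr at 37 °C, then ONE-Glo is added for 30 min before luminescence reading.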
B2AR arrestin – qHTS assay of beta-arrestin-biased ligands of beta2-adrenergic receptor; Beta-2 adrenergic receptor (Homo sapiens), P07550; beta-arrestin recruitment to beta2AR, cell-based reporter; Potency, µM (titrated, usually from 46.1 µM), without a hit: top-dose activation, actives largely listed as activators; hit rate 0.02% among 330,000;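 further: potency means the concentration at half of the fitted maximal effect; 0% = DMSO controls and full agonism = EC100 isoproterenol or metaproterenol; nearly all actives have a fitted effect of over 65% in size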
* hit, by the source's call; ? = inconclusive; · = not tested or not shown; [ ] = another dose, or the depositor's remark. Unless noted, the call rests on the fitted dose curve; in most records, active means well fitted curve in the direction sought with a large enough effect; inconclusive means small, poorly fitted or top-dose-only effect, or another doubt; inactive means no such curve, though single readings can be large; an effect the other way counts as inactive or inconclusive.

Every second line gives: uPA generation	Eya2 phos inh	B2AR arrestin	TCR act	Chronic BCR inh	USP2a inh	Tb PFK block	TSHR antag	TSG101-PTAP inh	ELG1 DNA repair	Mito fusion act
- CN(C)CC(O)CN(c1ccccc1)c1ccccc1 (configuration not stated)
  4.4%	-12.2%	-0.3%	1.8%	-4.2%	5.4%	2.1%	-5.1	1.6%	?	-5.1%
- Cc1nn(C(C)C(=O)O)c(=O)c2ccccc12 (configuration not stated)
  1.9%	1.1%	4.3%	-0.4%	16.7%	-0.8%	1.7%	13.3	-4.6%	-13.4%	0.1%
- Cc1oc(-c2ccc3c(c2)OCCO3)cc1C(=O)NC(Cc1ccccc1)C(=O)O (configuration not stated)
  -2.0%	-7.9%	0.6%	3.3%	?	-2.2%	10.1%	-6.3	-2.7%	?	4.4%
- Cc1nnc2ccc(-c3ccc(NC(=O)Cc4cccs4)cc3)nn12
  1.3%	-11.9%	-1.1%	6.6%	-18.3%	3.1%	6.6%	-1.8	-0.2%	?	9.6%
- CCOc1cccc(N2C(=O)CC(NCc3ccc(S(N)(=O)=O)cc3)C2=O)c1 (configuration not stated)
  2.3%	18.9%	0.3%	-0.9%	?	1.1%	2.3%	7.3	-4.8%	10.1%	-9.1%
- COc1ccc(C(=O)Nc2cc(Cl)ccc2-n2cncn2)c(OC)c1OC
  0.8%	-7.1%	-0.2%	3.6%	-0.6%	3.2%	-0.8%	-16.8	-1.8%	?	5.7%
- Cc1ccc(C)c(S(=O)(=O)NCC(=O)Nc2ccc3c(c2)OCO3)c1
  3.0%	13.4%	-0.3%	5.2%	-2.1%	1.9%	1.2%	5.2	-2.6%	-16.0%	-0.3%
- CCOC(=O)c1c(CS(=O)(=O)c2ccccc2)n(C)c2cc(Br)c(O)c(CN(C)C)c12
  1.2%	-0.8%	-0.2%	3.0%	2.2%	0.0%	0.3%	-7.4	0.7%	4.0%	1.3%
- COc1cccc2sc3cc(NCCCN4CCOCC4)ccc3c(=O)c12
  -24.4%	2.0%	-0.4%	-3.1%	-3.1%	3.5%	7.1%	-12.8	-0.4%	13.1%	·
- Cc1ccc(NC(=O)c2ccccc2)cc1C
  -28.1%	-11.1%	0.0%	4.9%	-14.4%	1.1%	0.0%	-10.5	-3.8%	?	4.0%
- COc1ccccc1COCC(O)CNCCc1ccc(C(F)(F)F)cc1 (configuration not stated)
  -6.3%	?	-0.9%	0.2%	?	0.5%	-12.0%	0.1	2.1%	-3.6%	-43.7%[inhibitor]
- COC(=O)C1=C(NC(=O)COc2ccc(Cl)cc2Cl)CCS1
  0.0%	-7.3%	-0.1%	2.1%[46.1 µM]	0.3%	4.4%	0.0%	-15.6	-0.5%	?	4.4%
- O=C(CNC(=O)c1cccs1)OCC(=O)c1ccccc1Cl
  2.2%	22.7%	0.4%	-1.3%	3.8%	3.0%	0.4%	8.6	0.3%	13.4%	-3.5%
- CC1C/C(=C\c2cccnc2)C(=O)/C(=C/c2cccnc2)C1 (configuration not stated)
  -11.8%	-2.1%	-1.4%	-3.3%	?	-2.0%	4.3%	-6.0	-3.6%	2.06µM*	-5.9%
- Cc1cc(S(=O)(=O)NC[C@H]2O[C@@H](n3cnc4c(N)ncnc43)[C@H](O)[C@@H]2O)c(C)s1
  5.3%	-3.9%	-0.1%	-5.1%	?	1.5%	-0.8%	15.2	3.1%	-14.0%	·
- O=C(Cn1c(=O)n(-c2ccccc2)c(=O)c2sccc21)N1CCCC1
  ·	0.6%	-0.4%	0.0%	0.8%	1.3%	1.9%	21.5	-6.6%	16.5%	2.0%
- Cc1ccccc1C(=O)NCC(=O)Nc1ccc(C)c(S(=O)(=O)N2CCCCCC2)c1
  2.2%	-1.4%	0.4%	-2.4%	?	1.8%	-0.2%	-14.9	-3.7%	?	2.5%
- CCCN1CCN(C(=O)c2ccccc2-c2nc3ccccc3s2)CC1
  -2.2%	-14.1%	0.4%	-7.6%	-1.5%	3.2%	-6.2%	8.2	-1.0%	9.4%	?
- CCN(CC)S(=O)(=O)c1ccc(C(=O)Nc2ncn(Cc3ccccc3)n2)cc1
  14.5%	17.9%	-0.5%	·	0.1%	-0.9%	10.5%	0.2	·	-25.1%	0.4%
- CCCN1CCC(=O)N([C@H](CSc2ccc(C)cc2)CC(C)C)CC1
  ?	-3.5%	-0.1%	-8.3%	-1.7%	-0.2%	-0.6%	1.3	·	?	-5.4%

The list goes on:
Every second line gives: uPA generation	Eya2 phos inh	B2AR arrestin	TCR act	Chronic BCR inh	USP2a inh	Tb PFK block	TSHR antag	TSG101-PTAP inh	ELG1 DNA repair	Mito fusion act
- COc1cc2sc(NC(=O)c3ccco3)nc2cc1Cl
  -7.8%	16.9%	-0.8%	-1.5%	?	1.9%	17.7%	1.7	-5.4%	?	-3.4%
- COc1ccc(CCN(C)C(=S)NC(=O)c2ccc(F)cc2Cl)cc1OC
  -4.4%	-1.0%	0.1%	-5.2%	?	0.0%	0.6%	-4.7	-4.7%	?	7.1%
- COC(=O)c1cccc(NC(=O)c2cc(OC)c(OC)c(OC)c2Br)c1
  0.0%	-0.8%	-0.2%	-10.3%[46.1 µM]	-4.3%	-0.6%	-1.3%	0.4	-4.9%	11.6µM*	?
- CCc1c(C)nc(N)n2c(SCC(=O)NC3CCCCC3)nnc12
  -3.1%	-1.6%	0.2%	-6.0%	2.3%	-0.5%	-2.3%	·	-2.4%	5.8%	1.3%
- CN(C)/C=N/n1cnc2ccccc2c1=O
  -7.1%	-0.4%	-0.4%	-5.0%	?	0.8%	3.6%	14.3	-5.5%	10.3%	-2.0%
- CSc1nc(S(=O)(=O)c2ccc(C)cc2)c(Cl)s1
  -5.1%	12.5%	-0.1%	6.9%	2.2%	3.1%	-2.2%	-4.9	-8.1%	-12.9%	0.0%
- O=C1C(C23CC4CC(CC(C4)C2)C3)C(=O)N(c2ccccc2)N1c1ccccc1
  8.1%	-1.9%	-1.4%	-0.9%[46.1 µM]	8.0%	-1.3%	-2.2%	9.8	-3.3%	-4.0%	-4.0%
- Cc1cc(Cl)ccc1C(=O)C1CCCN(C(=O)c2cnsn2)C1 (configuration not stated)
  9.4%	5.8%	0.0%	6.3%	0.0%	-0.4%	3.1%	1.5	1.4%	?	4.1%
- Cc1c(-c2nc(-c3ccncc3)no2)cccc1[N+](=O)[O-]
  -18.0%	-14.0%	-0.2%	0.2%	3.9%	0.9%	-1.2%	-8.0	0.3%	?	8.1%
- CCOC(=O)c1ccoc1CN1CCN(S(=O)(=O)c2ccc(C)c(C)c2)CC1
  -1.1%	2.1%	-1.0%	2.5%[46.1 µM]	3.0%	0.3%	0.2%	-3.0	1.7%	-12.7%	·
- O=C(Cc1ccccc1)Nc1ccc(NC(=S)NC(=O)c2ccccc2)cc1
  7.8%	4.4%	0.5%	-4.8%	-16.6%	1.6%	0.1%	7.2	-0.2%	-15.5%	1.2%
- COc1ccc(-c2cc(C(=O)NCC(C)C)no2)cc1
  ·	-1.8%	0.4%	7.6%	?	2.4%	-0.7%	-8.0	-2.2%	?	1.6%
- COc1cc(C(C[N+](=O)[O-])c2c(C)[nH]c3ccccc23)ccc1O (configuration not stated)
  -2.7%	-17.9%	-0.5%	1.7%[46.1 µM]	-6.4%	2.3%	3.0%	21.3	-1.8%	2.9%	10.6%
- Cc1cccc2c(N)c3c(nc12)N(C)CC3
  ?	10.9%	0.4%	6.5%	?	0.4%	1.3%	-4.4	1.3%	-0.9%	-5.7%
